Assay outcomes: PubChem BioAssay, National Center for Advancing Translational Sciences (NCATS)
EPAC2 agonist: activates human EPAC2 exchange factor. EPAC2 activation, biochemical qHTS; response scale: 100% = 6.5 mM cAMP response. 360,000 tested, 0.079% active. Q8WZA2. Potency, µM (doses to about 154 µM), inactives show at the top dose activation, usual class: activators; note: potency is the fitted concentration of half-maximal effect; nearly all actives have a fitted effect of over 50% in size
Target sequence (Q8WZA2 whole entry, looked up): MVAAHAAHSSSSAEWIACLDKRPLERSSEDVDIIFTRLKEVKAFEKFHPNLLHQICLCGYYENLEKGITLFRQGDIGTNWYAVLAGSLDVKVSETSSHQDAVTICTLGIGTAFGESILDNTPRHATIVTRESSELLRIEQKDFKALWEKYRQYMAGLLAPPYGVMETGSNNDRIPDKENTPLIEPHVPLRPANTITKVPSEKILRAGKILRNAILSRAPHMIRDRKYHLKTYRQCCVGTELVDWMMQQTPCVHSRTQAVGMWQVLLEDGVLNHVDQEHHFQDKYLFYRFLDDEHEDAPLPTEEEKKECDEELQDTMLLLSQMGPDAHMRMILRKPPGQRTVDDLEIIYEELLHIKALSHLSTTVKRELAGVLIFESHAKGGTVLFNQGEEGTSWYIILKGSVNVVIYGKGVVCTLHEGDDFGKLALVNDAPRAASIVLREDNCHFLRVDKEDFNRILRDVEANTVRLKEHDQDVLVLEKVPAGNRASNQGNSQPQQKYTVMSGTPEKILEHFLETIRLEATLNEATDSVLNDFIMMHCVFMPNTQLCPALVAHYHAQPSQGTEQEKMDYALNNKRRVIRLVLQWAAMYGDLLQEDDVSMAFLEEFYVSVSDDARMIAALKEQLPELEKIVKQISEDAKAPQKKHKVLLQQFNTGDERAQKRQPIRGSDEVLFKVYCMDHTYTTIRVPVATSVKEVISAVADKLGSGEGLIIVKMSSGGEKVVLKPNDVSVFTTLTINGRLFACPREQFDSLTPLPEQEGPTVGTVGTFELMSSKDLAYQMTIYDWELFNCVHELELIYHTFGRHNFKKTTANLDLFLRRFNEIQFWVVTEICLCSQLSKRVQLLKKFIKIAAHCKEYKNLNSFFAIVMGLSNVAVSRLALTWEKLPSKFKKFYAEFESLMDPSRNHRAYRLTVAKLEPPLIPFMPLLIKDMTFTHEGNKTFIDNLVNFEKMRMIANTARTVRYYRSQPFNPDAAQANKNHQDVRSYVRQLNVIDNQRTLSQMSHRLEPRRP
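Setup: EPAC2 100 nM, labeled Rap1B complex 250 nM, free GDP 50 uM. Compound titrations pinned in, brief spin, 5 min room temperature incubation. Kinetic fluorescence read over 30 min, normalized to 6.5 mM cAMP.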
Nrf2 activator: activates Nrf2 signaling. AREc32 ARE-luciferase reporter (MCF7-derived line), luminescence, 24 h. AID 624171. 410,000 tested, 0.31% active. Potency, µM (doses to about 46.1 µM), without a hit: at the top dose activation, usual class: activators; note: potency is the fitted concentration of half-maximal effect; % of control where 0% means no effect; nearly all actives have a fitted effect of over 65% in size
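Luminescent ARE reporter assay in AREc32_Fluc cells: overnight plating at 37 deg C, 24 hr compound incubation, Steady-Glo added, 30 min RT before reading.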
CCT chaperon mod: modulators of cytosolic chaperonin (CCT/TRiC) activity | purified chaperonin ATPase assay, HTRF ADP detection, 30 min | activity change, % (test concentration not listed), hits read low | 360,000 tested, 0.3% active; in the data active = activity change below about -30%; note: % is set by controls: 0 for no effect and ±100 for the full control effect
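Enzyme 40 or 20 nM (batch-dependent) in Tris pH 7.4/KCl/MgCl2/DTT; cpd 76 uM single point; ATP 10 uM; 30 min 37 °C; Transcreener ADP HTRF detection, 30 min RT; ratio 665/615.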
pAkt inh: inhibitors of Akt phosphorylation. Neuro2A IGF-stimulated pAkt S473 HTRF, 20 min; active compounds read low. activity change, % for hits at 50 µM. 360,000 tested, 0.32% active; in the data active = activity change below about -80%; inconclusive = mostly about -51% to -80%; note: % is set by controls: 0 for no effect and ±100 for the full control effect
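Neuro2A cells in DMEM with 0.5% FBS, overnight at 37 deg C, given compound at single 50 µM final, then IGF (6 nM final) for 20 min at 37 deg C. Lysed; phospho-Akt Ser473 by HTRF after 24 h, 665/615 ratio.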
TGFb inhibitor: blocks TGF-b signaling. HepG2 CAGA-GFP TGF-b/SMAD3 reporter, GFP fluorescence, 18 h; TGF-beta stimulated, 500 pg/mL final. Potency, µM (highest dose often 46.1 µM), without a hit: at the highest dose activity, negative = inhibition, usual class: inhibitors. 410,000 tested, 1.2% active; note: potency is the fitted concentration of half-maximal effect; % is set by controls: 0 for no effect and ±100 for the full control effect; nearly all actives have a fitted effect of over 65% in size
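Cell-based qHTS in HEPG2 carrying a CAGA-GFP Smad reporter; compounds added before 500 pg/mL final TGF-beta, 18 h incubation at 37 degrees C, GFP fluorescence quantified per cell by imaging cytometry.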
EPAC2 antag: antagonists of human EPAC2 | EPAC2 GEF exchange of Rap1B-BODIPY-GDP, fluorescence | Potency, µM (top dose mostly 114 µM), inactives show top-dose activity, negative = inhibition, usual class: inhibitors | Q8WZA2 | 360,000 tested, 0.18% active | AID 720708; note: potency is the fitted concentration of half-maximal effect; % is set by controls: 0 for no effect and ±100 for the full control effect; nearly all actives have a fitted effect of over 45% in size; many of its hits are not listed in these tables
A549 viability: A549 cytotoxicity, counter-screen for Nrf2 inhibitors; 390,000 tested, 0.16% active; A549 ARE-Fluc cells, CellTiter-Fluor viability, 18-24 h; Potency, µM (top dose mostly 46 µM), for inactives: at the highest dose activity change, negative = cytotoxicity, hits mostly inhibitors; AID 504648; note: potency is the fitted concentration of half-maximal effect; % is set by controls: 0 for no effect and ±100 for the full control effect
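Cytotoxicity counterscreen: CellTiter-Fluor fluorescence was measured in A549 ARE_Fluc cells after 18-24 h of compound exposure in a concentration series. The subsequent BugLite luminescent read reports ARE-luciferase activity.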
Nrf2 block: blocks Nrf2 signaling; AID 504444; Potency, µM (top dose mostly 46 µM), without a hit: at the top dose activity change, negative = inhibition, hits mostly inhibitors; A549 ARE-Fluc reporter, luciferase luminescence, 18-24 h; 360,000 tested, 2.1% active; note: potency is the fitted concentration of half-maximal effect; % is set by controls: 0 for no effect and ±100 for the full control effect; nearly all actives have a fitted effect of over 60% in size
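Reporter: ARE-Fluc in A549. Exposure: 18-24 h, 37 °C, 5% CO2, 5% FBS OPTI-MEM. Readouts: fluorescent cytotoxicity (CellTiter-Fluor), then luminescent Nrf2 signal after BugLite.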
Mm-Cpn inhibitor: inhibitors of Methanococcus maripaludis chaperonin (MmCpn); purified Mm-Cpn ATPase, ADP Transcreener TR-FRET; 330,000 tested, 0.031% active; Potency, µM (top dose mostly 76.9 µM), without a hit: at the top dose activity, negative = inhibition, usual class: inhibitors; note: potency is the fitted concentration of half-maximal effect; % is set by controls: 0 for no effect and ±100 for the full control effect; nearly all actives have a fitted effect of over 80% in size
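ATPase read-out: TR-FRET ADP immunoassay (anti-ADP Eu cryptate vs ADP-d2), ex 320 nm, em 590/665 nm; signal drops as ADP forms. Enzyme 25 nM, ATP 10 uM, 30 min at 37°C after 10 min compound preincubation.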
Active calls of the source: *; i = inactive; ? = inconclusive; / = no result given; & = joins results of further samples; [ ] = dose if it differs, or a comment. Unless noted, calls come from the whole dose curve; as a rule, active = well fitted curve in the direction sought with a large enough effect; inconclusive = small, poorly fitted or top-dose-only effect, or another doubt; inactive = no such curve, though single readings can be large; an effect the other way counts as inactive or inconclusive.

SMILES	EPAC2 agonist	Nrf2 activator	CCT chaperon mod	pAkt inh	TGFb inhibitor	EPAC2 antag	A549 viability	Nrf2 block	Mm-Cpn inhibitor
COc1ccc(NC(=O)CNc2cccc(C#N)c2)cc1Cl	-16%	0.2%	-0.6	i	-15%	6%	0%	?	1%
COc1ccccc1C(=O)Nc1nnc(S(=O)(=O)N2CCCCCC2)s1	14%	0.4%&5.5%	-0.1	i	-11%&0%	-11%	-7%&2%	?	-2%
CC(=O)Nc1nc(-c2ccc3ccccc3c2)cs1	5%	4.8%	1.3	i	2%	6%	3%	?	-11%
C=CCNC(=S)N1CCN(Cc2ccc3c(c2)OCO3)CC1	7%	0.0%	1.7	i	-17%	7%	3%	3%	1%
COc1ccccc1NC(=O)c1ccc(NC(=O)Cc2n[nH]c(=O)c3ccccc23)cc1	14%	2.4%	-0.8	i	3%	10%	6%	?	-3%
COc1ccccc1NC1CCCCC1NS(=O)(=O)c1ccccc1 (stereo not drawn)	4%	0.2%	1.2	i	?	-17%	5%	18%	0%
Cn1c(=O)c2cc(C(=O)NCCCN3CCN(c4cccc(Cl)c4)CC3)sc2c2ccccc21	/	3.7%	/	/	-13%	/	4%	7%	/
CC(C)(C)NC(=O)c1sccc1C(=O)O	-3%	0.2%	-4.8	i	-11%	-3%	-1%	-1%	0%
CCOc1ccc(OCc2ccc(C(=O)NCc3cccnc3)o2)cc1	12%	2.3%	2.8	i	9%	-1%	-11%	-2%	2%
Cn1cc(CN(Cc2ccccc2)C[C@@H]2CCC(=O)N2)c(-c2ccccc2F)n1	-2%	4.3%	1.8	i	-4%	7%	10%	?	-6%

Pulled by structure from the entries so far, 4 records:
SMILES	EPAC2 agonist	Nrf2 activator	CCT chaperon mod	pAkt inh	TGFb inhibitor	EPAC2 antag	A549 viability	Nrf2 block	Mm-Cpn inhibitor
CC(C)(C)NC(=O)c1sccc1C(=O)O	-3%	0.2%	-4.8	i	-11%	-3%	-1%	-1%	0%
CCOc1ccc(OCc2ccc(C(=O)NCc3cccnc3)o2)cc1	12%	2.3%	2.8	i	9%	-1%	-11%	-2%	2%
COc1ccccc1NC(=O)c1ccc(NC(=O)Cc2n[nH]c(=O)c3ccccc23)cc1	14%	2.4%	-0.8	i	3%	10%	6%	?	-3%
COc1ccccc1NC1CCCCC1NS(=O)(=O)c1ccccc1 (stereo not drawn)	4%	0.2%	1.2	i	?	-17%	5%	18%	0%

The list goes on.
SMILES	EPAC2 agonist	Nrf2 activator	CCT chaperon mod	pAkt inh	TGFb inhibitor	EPAC2 antag	A549 viability	Nrf2 block	Mm-Cpn inhibitor
CCC(=O)Nc1ccc(C(=O)Nc2cccc(C)n2)cc1	7%	4.1%	-2.7	i	-22%	25%	12%	?	0%
O=C(Cn1cnc2sc(-c3ccccc3)cc2c1=O)NCc1ccco1	17%	?	-3.2	i	27%	-18%	-23%	-4%	-9%
CC[C@]12c3[nH]c4ccccc4c3CCN1C(=O)C(CC(=O)NCCc1ccccn1)C[C@@H]2C(=O)N1CCN(C(=O)C2CC2)CC1 (stereo partly drawn)	6%	0.2%	-2.9	i	17%	22%	0%	15%	3%
C/C(=N\NC(=O)c1cccc(S(=O)(=O)N2CCCCC2)c1)c1ccc(C)o1	-5%	0.4%	1.4	i	?	4%	1%	-27%	-1%
CSc1ncc(C(=O)NCc2cccc(C)c2)c(-c2ccccc2)n1	/	4.6%	/	/	-17%	/	13%	18%	/
CCOc1cc(C)c(Cl)cc1S(=O)(=O)n1nnc2ccccc21	0%	-0.1%	-0.7	/	-11%	4%	-3%	-2%	1%
COc1ccccc1C(O)(C(=O)N(NC(C)=O)c1ccccc1)c1ccccc1OC	8%	-0.7%	-0.2	i	9%	12%	-2%	-1%	2%
CC(=O)Nc1ccc(NC(=O)C2(C)Cc3c(-c4ccc(NC(C)=O)cc4)ccnc3O2)cc1 (stereo not drawn)	-1%	-0.1%	-1.9	i	19%	7%	/	/	/
CC1=C(C(=O)N2CCOCC2)CC(CC(=O)NC2CC2)C(=O)N1CCC1=CCCCC1 (stereo not drawn)	5%	0.1%	-0.8	i	2%	15%	/	/	/
O=C(O)c1ccc(S(=O)(=O)c2ccc3c(c2)C(=O)N(c2ccc(Br)cc2)C3=O)cc1	1%	0.3%	-1.4	i	0%	-30%	-4%	?	2%
CC1CCN(C(=O)C2(NC(=O)Nc3cccc(F)c3)CCCCC2)CC1	-83%[inhibitor][15.6 µM]	1.9%	-4.1	/	0%	6%	-6%	-1%	0%
COc1ccccc1-c1cc(C(=O)NN)[nH]n1	7%	1.0%	-0.3	i	25%	-5%	?	-22%	4%
O=C(CNC(=O)c1ccccc1F)NCCc1ccc(Cl)cc1	6%	-0.9%	2.0	i	0%	12%	-2%	25%	2%
COc1cc(CCC(=O)Nc2nccs2)cc(OC)c1OC	8%	0.1%	-2.3	i	-2%	-4%	-1%	-25%	-1%
O=C(/C=C/Nc1ccccc1F)c1cccs1	9%	?	0.0	i	-23%	-12%	-10%	?	-9%
O=C(O)CSc1nnc2c(n1)[nH]c1ccccc12	-5%	3.0%	-4.7	i	8%	0%	-9%	0%	2%
N#Cc1ccc(S(=O)(=O)N2CCN(Cc3cccs3)CC2)cc1	7%	0.5%	-1.4	i	-2%	-3%	?	8%	2%
COCCNc1nc(C)cc(-c2cc(C(=O)Nc3ccccc3)on2)n1	10%	0.2%	-1.4	i	-25%	-5%	0%	7%	/
CON1C(=O)C(=O)N(OC)C2CCCCCC21 (stereo not drawn)	-2%	0.8%	-0.2	i	-9%	6%	-9%	10%	3%
Cc1nc(C)c(C(=O)NNC(=O)c2ccc(Br)cc2)s1	5%	-0.2%	-3.0	i	2%	10%	-2%	10%	-1%
COc1ccc(CNC(=O)CCS(=O)(=O)c2cc3c(cc2Cl)NC(=O)CO3)cc1	7%	-0.8%	-0.8	i	-5%	2%	3%	3%	0%
COc1ccc(C(=O)N2CCc3cc(OC)c(OC)cc3C2COc2ccc3c(C)cc(=O)oc3c2)c(OC)c1 (stereo not drawn)	/	-1.3%	/	/	-17%	/	1%	1%[9.27 µM]	/
Cc1occc1C(=O)NNC(=O)NC12CC3CC(CC(C3)C1)C2	11%	-0.6%	-1.3	i	-4%	0%	2%	-8%	0%
CCc1nc(SCC(=O)Nc2ccccc2C)n[nH]1	5%	0.3%	0.7	i	-1%	10%	0%	15%	-1%
CCOc1ccc(C(=O)OCC(=O)NCC2CCCO2)cc1 (stereo not drawn)	2%	-0.8%	-0.8	i	7%	3%	-2%	4%	1%
Nc1ccc(NS(=O)(=O)c2ccccc2)cc1	10%	0.0%	-0.9	i	6%	-3%	0%	3%	-2%
CCC1ON(c2ccccc2)C2c3nc4ccccc4n3CC12 (stereo not drawn)	4%	-0.7%	2.2	i	0%	-23%	5%	21%	2%
CC1(C)SC(=S)N(/N=C/c2cccnc2)C1N(O)C(=O)NC1CCCCC1 (stereo not drawn)	3%	-0.4%	-2.7	i	-2%	2%	0%	1%	-1%
Cc1ccc2ncc(C(=O)Nc3ccc(OC(F)(F)F)cc3)c(=O)n2c1	/	2.6%	/	/	9%	/	1%	25%	/
CC1CCC2(CC1)NC(=O)N(CC(=O)Nc1ccc(F)cc1)C2=O (stereo not drawn)	5%	0.4%	1.9	i	3%	23%	0%	9%	1%
O=C(CCn1ccc2cc(S(=O)(=O)N3CCCC3)ccc21)NCc1cccc(Cl)c1	/	5.2%	/	/	-18%	/	0%	-7%	/
COc1cccc(-c2cc(C(=O)Nn3cnnc3)c3ccccc3n2)c1	5%	0.1%	-1.6	i	0%	-1%	-11%	?	0%
Cn1c2ccccc2c2c(C(=O)NCc3ccco3)cn(C3CCCCC3)c(=O)c21	3%	?	0.1	i	-8%	1%	-10%	8%	-1%
O=C(O)c1[nH]c2ccccc2c1C=NCc1ccccc1Cl	5%	0.5%	-0.5	i	-12%	-14%	0%	-14%	1%
CC1(Br)C2CCCC1C2S(=O)(=O)c1ccccc1 (stereo not drawn)	-4%	-0.1%	-0.1	i	?	-2%	-5%	2%	1%
O=S(=O)(Nc1cccnc1)c1ccc(Cl)cc1	6%	-0.2%	0.8	i	-2%	-8%	1%	7%	0%
O=C(O)C1CCN(S(=O)(=O)c2cccnc2)CC1	-16%	-0.5%	-2.5	i	-2%	-1%	0%	/	1%
CCO[C@@H]1OC(C(=O)NC2CC2)=C[C@H](c2ccc3c(c2)OCO3)[C@H]1CCCO	9%	0.4%	-0.7	i	21%	-5%	-2%	23%	/
CCOc1ccc2oc(=O)cc(CN3CCN(C(=O)c4ccc(OC)c(OC)c4)CC3)c2c1	/	11%	/	/	?	/	-2%	-1%	/
COC(=O)C1C2C=CC3(CN(CC4CCCO4)C(=O)C13)O2 (stereo not drawn)	1%	0.2%	1.9	i	-8%	14%	1%	14%	2%
O=C1OCCC1Sc1nc2ccccc2[nH]1 (stereo not drawn)	6%	0.3%	-1.0	i	-12%	-1%	9%	/	-1%
COc1ccc(N2CCN(C(=O)c3cccc(F)c3)CC2)c([N+](=O)[O-])c1	-5%	0.2%	-1.5	i	-18%	-9%	-6%	-17%	-4%
O=C(Cc1ccc(Cl)cc1)NCCc1ccc(F)cc1	5%	-0.1%	-0.4	i	-24%	-12%	1%	7%	/
Cc1c(NC(=O)C(C)OC(=O)CC2Sc3ccccc3NC2=O)c(=O)n(-c2ccccc2)n1C (stereo not drawn)	3%	-0.7%	-1.3	/	0%	-6%	-11%	26%	0%
Cc1cc(C)n(CC(O)CN(c2cccc([N+](=O)[O-])c2)S(=O)(=O)c2ccccc2)n1 (stereo not drawn)	5%	-0.5%	-0.6	i	-5%	3%	2%	25%	1%

An excerpt; the hit share may differ from the screen's.
